Source: PubChem BioAssay (National Center for Advancing Translational Sciences (NCATS))
AmpC det inh: AmpC beta-lactamase inhibition, detergent assay. actives 0.09% (n = 71,000). P00811. Potency, µM (doses to about 28.7 µM), for inactives: at the highest dose activity change, negative = inhibition. purified AmpC, nitrocefin hydrolysis with detergent; active means well fitted curve in the direction sought with a large enough effect
Target sequence (P00811 whole entry, looked up): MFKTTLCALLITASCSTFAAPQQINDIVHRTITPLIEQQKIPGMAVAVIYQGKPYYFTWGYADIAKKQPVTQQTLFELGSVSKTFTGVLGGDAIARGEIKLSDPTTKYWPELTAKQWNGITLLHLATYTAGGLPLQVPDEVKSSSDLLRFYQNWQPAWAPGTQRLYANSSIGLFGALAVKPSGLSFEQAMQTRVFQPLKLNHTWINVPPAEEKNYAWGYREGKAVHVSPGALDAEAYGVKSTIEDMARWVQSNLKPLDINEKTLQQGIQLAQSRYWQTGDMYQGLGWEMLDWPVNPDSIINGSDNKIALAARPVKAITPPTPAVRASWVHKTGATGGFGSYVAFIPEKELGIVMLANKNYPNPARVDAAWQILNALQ
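E. coli AmpC (5.3 nM) in 20 mM phosphate pH 7.0 with 0.01% Triton X-100, preincubated 15 min RT with compound; nitrocefin (2 uL of 800 uM stock) hydrolysis followed by 480 nm absorbance every 20 s over 4 min.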
Numbers without * were called inactive; [ ] = dose if it differs, or a comment. On the % scale 0 is the no-effect control and ±100 the full control effect; potency means the concentration at half of the fitted maximal effect. This is a subset. The share of hits here may be higher or lower than overall.

SMILES	AmpC det inh
O=C(CN1C(=O)NC2(CCCCCC2)C1=O)N1CCC(Cc2ccccc2)CC1	16%
CCOC(=O)C1CCCN(C(=O)c2ccc3c(c2)NC(=O)C(N2CCOCC2)S3)C1 (centres undefined)	9%
CCOC(=O)CNC(=O)CSc1nc2cccnc2n1Cc1ccccc1	-1%
Cc1cc(NC(=O)C2CC2)ncc1NC(=O)C12CC3CC(CC(C3)C1)C2	-2%
N=c1n(CCO)c2ccccc2n1Cc1ccccc1Cl	-5%
CC(=O)NCC(=O)N(c1c(C)n(C)n(-c2ccccc2)c1=O)C1(C(=O)NC2CCCC2)CCCCC1	-3%
CC1CCCN(c2nc3c(c(=O)n(C)c(=O)n3C)n2CCSc2nc3ccccc3s2)C1 (centres undefined)	-1%
Cn1cccc1-c1nc2ccc(NC(=O)c3cccs3)cc2[nH]1	-7%
Cc1ccc(C(C(=O)NC2CCCC2)N(Cc2cccnc2)C(=O)c2snc(C(N)=O)c2N)o1 (centres undefined)	-2%
COC(=O)CSc1nnc(-c2ccc(S(=O)(=O)N3CCC(C)CC3)cc2)o1	1%
N[C@@H](CCCP(=O)(O)O)C(=O)O	-3%
CC(C)(C)n1ncc2c(=O)n(CC(=O)N3CCCc4ccccc43)cnc21	6%
O=C1C2=C(Nc3cc([N+](=O)[O-])ccc3N2)O[C@@H]1c1ccc([C@H]2OC3=C(Nc4ccc([N+](=O)[O-])cc4N3)C2=O)cc1	0%[5.75 µM]
CC[N+](CC)(CC)CC[C@](O)(c1ccccc1)C1CCCCC1	0%[12.8 µM]
Cc1cccc(N(C(=O)CNC(=O)c2ccco2)C(C(=O)NC2CCCC2)c2cccnc2)c1 (centres undefined)	-4%
CCc1ccc2[nH]c(=O)c(CN(Cc3ccco3)S(=O)(=O)c3ccc4c(c3)OCCO4)cc2c1	12%
COc1ccc(OC)c(CNC(=O)COc2cc(=O)n(C)c3ccccc23)c1	-4%
Cc1cccc(N(CC(=O)NCc2ccc3c(c2)OCO3)C(=O)CCC(=O)Nc2ccccn2)c1C	0%
O=C(NCCc1ccc(Cl)cc1)C1CCN(S(=O)(=O)c2cccc3nonc23)CC1	9%
O=C(NCCCCCNC(=O)c1ccco1)c1ccco1	0%

Three structures from above, ordered by SMILES length, ascending.
SMILES	AmpC det inh
CC[N+](CC)(CC)CC[C@](O)(c1ccccc1)C1CCCCC1	0%[12.8 µM]
Cc1cccc(N(C(=O)CNC(=O)c2ccco2)C(C(=O)NC2CCCC2)c2cccnc2)c1 (centres undefined)	-4%
Cc1cccc(N(CC(=O)NCc2ccc3c(c2)OCO3)C(=O)CCC(=O)Nc2ccccn2)c1C	0%

(more compounds)
SMILES	AmpC det inh
O=C(Nc1ccc2ncccc2c1)Nc1ccc2ncccc2c1	-1%[5.75 µM]
c1cc(-c2noc(-c3ccc4c(c3)OCO4)n2)ccn1	5%
CCn1nnnc1SCC(=O)Nc1cc(OC)cc(OC)c1	-2%
O=C(O)Cc1cc2ccccc2nc1C(=O)O	0%
O=C(c1cccc(Cl)c1)N1CCN(C2CCCCCC2)CC1	-4%
COc1ccc(-c2noc(N(C)CC(=O)Nc3cccc(C(F)(F)F)c3)n2)cc1	16%
COc1cccc2c3c(c(C)nc12)CC(C)O3 (centres undefined)	-4%
Cn1c(Cl)nc2ccccc21	-2%
CCCOc1ccc(C2C(C(=O)c3ccco3)=C(O)C(=O)N2CCN2CCOCC2)cc1OC (centres undefined)	0%
COCCn1c(SCc2nc3sc(C(=O)OC)c(C)c3c(=O)[nH]2)nc2ccccc21	0%
Cc1ccc2c(c1)NC(=O)C(CC(=O)NC1CCCCC1C)O2 (centres undefined)	13%
Cc1ccc2c(c1)N(CCCC(=O)NCCCN1CCCC1=O)C(=O)CO2	7%
O=c1cc(N2CCC3(CC2)OCCO3)[nH]c(=O)n1C1CCCCC1	-10%
Cc1csc2ncc(C(=O)Nc3ccccc3Cl)c(=O)n12	13%
CCN(CCCn1c(=S)[nH]c2ncccc2c1=O)c1ccccc1	0%
CCn1c(N2CCN(C(=O)C34CC5CC(CC(C5)C3)C4)CC2)nc2ccccc21	-2%
O=C(CSc1nnc(-c2cccs2)n1-c1ccccc1)N1CCc2ccccc21	-2%
COc1ccc(CN2CCN(C(=O)c3cccnc3)CC2)cc1Br	-1%
Cc1ccc(C(C(=O)NC2CCCCC2)N(CCC(C)C)C(=O)CNC(=O)c2ccco2)o1 (centres undefined)	4%
Cc1nc(/N=C\N(C)C)sc1C(=O)Nc1ccccc1	1%

Reprinted from the part before: 6 entries, then new ones.
SMILES	AmpC det inh
CCN(CCCn1c(=S)[nH]c2ncccc2c1=O)c1ccccc1	0%
CCn1c(N2CCN(C(=O)C34CC5CC(CC(C5)C3)C4)CC2)nc2ccccc21	-2%
O=C(CSc1nnc(-c2cccs2)n1-c1ccccc1)N1CCc2ccccc21	-2%
COc1ccc(CN2CCN(C(=O)c3cccnc3)CC2)cc1Br	-1%
Cc1ccc(C(C(=O)NC2CCCCC2)N(CCC(C)C)C(=O)CNC(=O)c2ccco2)o1 (centres undefined)	4%
Cc1nc(/N=C\N(C)C)sc1C(=O)Nc1ccccc1	1%
COc1ccccc1N1CCN(C(=O)c2cc(-c3ccco3)on2)CC1	4%
CS(=O)(=O)N1CCC2(CC1)CN(C(=O)Nc1ccccc1)C2	-1%
Cc1ccc(-c2nn(-c3ccccc3)c3[nH]c(=O)c(CNCCN(C)C)cc23)cc1	10%
CCC(=O)N1CCc2cc(S(=O)(=O)CCC(=O)Nc3ccc(CC)cc3)ccc21	1%
O=S1(=O)CCC(NS(=O)(=O)/C=C/c2ccccc2)C1 (centres undefined)	-4%
Cc1oc(C(=O)O)cc1COc1cccc2cccnc12	7%
Cc1ccc2oc(=O)c3cnn(CC(=O)NCCN(C)C)c3c2c1	5%
Cn1nc(CC(=O)NCCN2C(=O)CSC2=O)c2ccccc2c1=O	-4%
CCN(CC)S(=O)(=O)c1ccc2oc(C(=O)NC(C)C)c(C)c2c1	-1%
Cc1ccccc1-c1nc(CS(=O)(=O)CC(=O)NCCCN2CCCC2=O)c(C)o1	4%

Next section, starting with the last 2 of the part before.
SMILES	AmpC det inh
CCN(CC)S(=O)(=O)c1ccc2oc(C(=O)NC(C)C)c(C)c2c1	-1%
Cc1ccccc1-c1nc(CS(=O)(=O)CC(=O)NCCCN2CCCC2=O)c(C)o1	4%
Cc1cc2n(n1)C(c1cn(-c3ccccc3)nc1C)Nc1ccccc1-2 (centres undefined)	-3%
CCCCOc1cccc(C2(C(=O)O)CCCC2)c1	-4%
Cn1c(C(=O)NCCN2CCc3ccccc3C2)cc2c(=O)n(C)c3ccccc3c21	7%
O=C(Nc1ccc2c(c1)OCCO2)NC12CC3CC(CC(C3)C1)C2	0%
CCN1C(=O)/C(=C/N2CC(C)CC(C)C2)SC1=S (centres undefined)	-1%
COc1ccc(S(=O)(=O)N2CCOCC2)cc1C(=O)Nc1ccon1	-4%
CCOC(=O)N1CCC(c2nc(C)sc2C(=O)O)CC1	-2%
Cc1ccc(NCc2nnc(SCC(N)=O)n2CCc2ccccc2)cc1	-2%
Cc1ccc(-c2nnc(SCC(=O)N3CCCc4ccccc43)n2N)cc1	11%
CC1CCCC(C)N1C(=O)Nc1cccc(Cl)c1 (centres undefined)	-7%
COc1c2c(c3c(c1CCC(=O)O)OC(C)(C)C=C3)OC(C)(C)C=C2	-2%[5.75 µM]
COc1ccc(C2C=C(c3ccc(Br)s3)Nc3ncnn32)cc1OC (centres undefined)	-3%
Cn1c(SCC(=O)N2c3ccccc3Sc3ccc(Cl)cc32)nnc1-c1ccco1	6%
Cc1ccc2c(c1)N(Cc1ccc3c(c1)OCO3)C(=O)C(C)O2 (centres undefined)	9%
COc1cccc(C2/C(=C(\O)c3c(C)nc4c(C)cccn34)C(=O)C(=O)N2CCCN(C)C)c1 (centres undefined)	-1%
C=CCn1c(SCC(=O)NCc2ccco2)nc2sc3c(c2c1=O)CCC3	1%
Cc1nc2cccc(C(=O)NCc3ccccc3)c2o1	1%
CCCCc1[nH]nc2c1C1(C(=O)N(CC)c3ccccc31)C(C#N)=C(N)O2 (centres undefined)	-1%
CCOc1ccccc1N(CC(=O)O)S(=O)(=O)c1ccc(C)cc1	-7%
CC(=O)Nc1nc(C)c(-c2csc(Nc3ccc(O)cc3)n2)s1	-2%
C=CCn1c(Cc2nc3ccc(Cl)cc3[nH]2)n[nH]c1=S	-6%
CCOc1ccc(S(=O)(=O)Nc2cc(Cl)ccc2O)cc1	-8%
Cc1noc(C)c1-c1ccc2ncnc(NCc3cccs3)c2c1	2%
CSc1nc(-c2ccco2)nn1C(=O)Cc1ccccc1	-6%
C[N+](C)(N)Cc1csc(-c2ccc(Cl)cc2)n1	-2%[5.75 µM]
COc1ccc(N2CCN(C(=O)CC(NC(N)=O)c3cccc(Oc4ccccc4)c3)CC2)cc1 (centres undefined)	10%
COc1cccc(CSc2nc3sc(C)c(C)c3c(=O)n2Cc2ccco2)c1	1%
Cc1ccccc1-c1n[nH]c(=S)o1	-4%
COc1ccccc1-n1cnc2cc(C(=O)NCCCN3CCOCC3)ccc21	1%
Cc1ccc2c(CC(=O)O)coc2c1	-1%
CCC1(C)N(O)C(C)(C)C(c2ccc(OC)cc2)=[N+]1[O-] (centres undefined)	-3%
O=C(CCNc1cc(Cl)cc(Cl)c1)c1ccco1	-9%
NCCC[C@@H](CC(=O)N[C@@H]1CCCC[C@H]1C(=O)N[C@H](CC(=O)N[C@@H](CCC(=O)O)CC(=O)O)Cc1c[nH]c2ccccc12)NC(=O)C[C@H](CO)NC(=O)[C@@H]1CNCC[C@H]1N	-2%
CCN1CCN(c2ccc(NC(=O)Cc3ccccc3)cc2)CC1	-3%
CC(CNC(=O)c1cncc(O)c1)NC(=O)c1cncc(O)c1 (centres undefined)	-3%
COc1ccc(CCNC(=O)c2ccn[nH]2)cc1OC	-2%
CN1CCN(C(=O)Cn2c(=O)oc3cc(S(=O)(=O)NCc4ccccc4)ccc32)CC1	11%
CC(C)Sc1nc(SCC(=O)NCc2ccco2)c2c3c(sc2n1)COC(C)(C)C3	-4%
COc1ccccc1CNC(=O)CCn1c(=O)sc2ccccc21	-4%
CC1(C)CC(=O)c2cc(OCC(=O)NCCN3CCCc4ccccc43)ccc2O1	1%
COc1ccc(S(=O)(=O)Nc2cccc(C)n2)c2ccccc12	-4%
COC(=O)N1CN(C(=O)OC)CN(C(=O)OC)C1	-2%
O=C(c1ccco1)N1CCN(C(=O)C2CCCO2)CC1 (centres undefined)	-2%
C(=NC1CCCCC1)=NC1CCCCC1	12%
O=C(/C=N/O)NCCN1CCCCC1	-4%
O=C(c1ccccc1-c1nc2ccccc2[nH]1)N1CCOCC1	-5%
O=C1C(=O)c2ccccc2C(O)=C1Cc1ccccc1	-2%[5.75 µM]
COc1ccccc1NC(=O)NCC(=O)Nc1ccc(F)c(F)c1	-3%
Cc1ccc(C)c2[nH]c(=O)c(CN(CCN3CCOCC3)Cc3nnnn3CC3CCCO3)cc12 (centres undefined)	0%
Nc1ccccc1Cl	7%

New compounds follow.
SMILES	AmpC det inh
Cc1nc2ccccc2nc1CSc1nncs1	-1%
O=c1[nH]cnc2c1sc(=S)n2-c1ccccc1	-4%
O=C(CN1CCCC1)Nc1ccc(NC(=O)Nc2ccccc2)cc1	-2%
O=C(CSc1ncn[nH]1)N1CCN(c2nnc(-c3ccccc3)c3ccccc23)CC1	-2%
Nc1c(C(=O)NCc2ccc3c(c2)OCO3)c2nc3ccccc3nc2n1CCCN1CCOCC1	12%
Cc1cccc(CNc2ccnc(-c3ccoc3)n2)c1	11%
COc1cc(OC)cc(OCC(O)Cn2ccnc2C)c1 (centres undefined)	10%
NNC(=O)c1ccc(O)cc1	-2%
Cn1c(=NC(=O)c2cnccn2)sc2ccccc21	9%
CCOC(=O)N1CCN(C(=O)CCn2c(=S)[nH]c3cc(OCC)c(OCC)cc3c2=O)CC1	2%
O=C(OCc1c(Cl)nc2sccn12)c1cc2c(s1)CCCC2	12%
COc1c(Cl)ccc(Cl)c1C(=O)NC(=O)N1CCOCC1	-3%
O=C(Nc1cccnc1)c1cc(-c2cccs2)on1	-2%
CC(=O)Nc1ccccc1OP1(=O)COc2ccccc2OC1	1%
CS(=O)(=O)N1CCCC(C(=O)N2CCC3(CC2)OCCO3)C1 (centres undefined)	-2%
O=C(Nc1ccc(Cl)cc1)NC1CCS(=O)(=O)C1 (centres undefined)	-2%
CC(=O)N1CCC2(CCN(Cc3ccccc3)CC2)CC1	1%
COC(=O)c1ccc(OC)c(CSc2nnc(COc3ccc(OC)cc3)o2)c1	-2%
Cc1nc2ccccc2c2nc(NC(=O)Cc3ccccc3)nn12	-1%
CC(=O)c1cccc(NC(=O)C2CCCN2S(=O)(=O)c2cccc3cccnc23)c1 (centres undefined)	12%
CCN1CCN(C(c2ccccc2)c2nnnn2CCc2ccc(OC)c(OC)c2)CC1 (centres undefined)	-2%
COC(=O)[C@@]1(Cc2ccc(OC)cc2)[C@H]2c3cc(C(=O)N4CCCC4)n(Cc4ccc(O)c(OC)c4)c3C[C@H]2CN1C(=O)c1ccccc1	-1%
Cc1c(N=Cc2cccs2)c(=O)n(-c2ccccc2)n1C	-2%
CCOC(=O)c1ccccc1NC(=O)c1ccc(Cl)c(S(=O)(=O)N2CCOCC2)c1	-1%
CCOc1ccc(-n2c(=S)sc3c(=O)[nH]c(SCC(=O)NCc4ccco4)nc32)cc1	9%
Cc1ccc(S(=O)(=O)c2nc(-c3cccs3)oc2SCC(N)=O)cc1	-8%
Cc1cccc(Nc2nc(N)nc(CN3CCN(c4ccccc4F)CC3)n2)c1	-4%
